# Screening data from PubChem BioAssay.
# ARNT TACC3 PPI: disruptors of ARNT/TACC3 protein interaction, primary screen, biochemical, AlphaScreen, single concentration | Transforming acidic coiled-coil-containing protein 3 (Homo sapiens), Q9Y6A5 | AlphaScreen His-ARNT PAS-B/GST-TACC3 binding, luminescence; TACC3 fragment carries E629A point mutation | inhibition, % at 9.99 µM | 390,000 tested, 0.66% active;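 active means mean inhibition of replicates at least 50% and at least half of replicates each reaching 50%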;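 further: 0% = complete ARNT plus TACC3 wells and 100% = ARNT alone without TACC3; many hits fall short of the cut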
# esBAF inh: Bmi1 luciferase reporter increase in mESCs, primary screen, esBAF inhibitor project, mouse ES cells, Bmi1 luciferase knock-in, single point. 24 h; 100% = twice the neutral-well signal. reporter increase, % at 12.5 µM. 350,000 tested, 2% active. AID 602393, 2012; in the data active means activation above about 40%;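 further: 0% = median of the plate's neutral control wells and 100% = double that signal; a rise in the Bmi1 reporter signal indicates esBAF inhibition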
# ERp5 inh: inhibitors of ERp5-driven insulin aggregation, primary screen, biochemical, turbidity, absorbance 650 nm, single point; 90 min; 350,000 tested, 0.05% active; inhibition, % at 9.99 µM;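 active means mean replicate inhibition above about 25%, with every replicate also reaching it, limit read from the data, passing the limit was not always enough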
# Casp6 inh: human caspase-6 inhibitors, primary screen, biochemical, VEID-R110 fluorescence, single point, set 2. inhibition, % at 12.5 µM. 350,000 tested, 0.53% active. purified caspase-6, Z-VEID-R110 cleavage fluorescence. P55212;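 active means mean inhibition across replicates at least about 35%, with every replicate also reaching that limit, limit read from the data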;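 further: 0% = median of neutral control wells and 100% = no fluorescence left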
# Target sequence (P55212 24-179 limits assumed): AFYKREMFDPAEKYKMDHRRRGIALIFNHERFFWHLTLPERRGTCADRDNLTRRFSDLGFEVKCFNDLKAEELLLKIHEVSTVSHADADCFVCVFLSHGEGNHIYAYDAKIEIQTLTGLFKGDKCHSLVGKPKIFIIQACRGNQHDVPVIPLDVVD
# Target sequence (P55212 194-293 limits assumed): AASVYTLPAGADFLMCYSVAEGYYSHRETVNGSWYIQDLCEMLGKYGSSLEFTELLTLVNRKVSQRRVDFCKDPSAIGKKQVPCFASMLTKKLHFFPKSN
# E-sel inducer: E-selectin induction in HUVECs, primary screen, imaging, HUVEC, immunofluorescence imaging, single point; P16581; normalized: neutral wells 0, TNF-alpha wells 100; activation, % at 7.58 µM; 260,000 tested, 0.37% active; AID 686992, 2013;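 active means mean E-selectin-positive cell signal at least 10% of the positive control, reached in at least 60% of replicates, without over 20% cell loss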;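 further: in these data hits start at about 27%; measured in HUVEC primary endothelial cells; signal is the percent of cells scored E-selectin positive by PE staining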
#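 Read-out: % PE-positive cells | Test system: HUVEC | Doses: One compound dose added by pin transfer | Buffer or medium: EGM-2 over gelatin coat | Signal: Immunofluorescence imaging | Benchmarks: TNF-alpha, DMSO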
# PglD DTNB: C. jejuni PglD acetyltransferase inhibitors, primary screen, biochemical, DTNB colorimetric, single point | UDP-N-acetylbacillosamine N-acetyltransferase PglD (Campylobacter jejuni) | purified PglD enzyme, DTNB colorimetric CoA detection | 360,000 tested, 0.098% active | inhibition, % at 12.5 µM | AID 602405, 2012; in the data active means inhibition above about 16%, passing the limit was not always enough; further: strong numbers were not always called active
# RAD54 branch: inhibitors of human RAD54 branch migration, primary screen, biochemical, fluorescence, single point. DNA repair and recombination protein RAD54-like (Homo sapiens), Q92698. RAD54 Holliday junction branch migration, FAM/BHQ fluorescence. inhibition, % at 10.4 µM. 360,000 tested, 0.14% active. AID 602329, 2012;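 active means mean normalized replicate activity at least 40 and at least half of replicates scoring 40 or more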;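 further: 0% = median of neutral control wells and 100% = median of positive control wells; inhibitors cause a drop in the FAM fluorescence signal; in these data hits start at about 50%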
# RAD52 anneal inh: RAD52 DNA annealing inhibitors, primary screen, biochemical, FRET, single point, set 2 | DNA repair protein RAD52 homolog (Homo sapiens), P43351 | recombinant RAD52 DNA annealing, FRET fluorescence | inhibition, % at 18.7 µM | 360,000 tested, 0.46% active | AID 651710, 2012;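 active means every replicate showing at least 50% inhibition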
# Target sequence (P43351 whole entry, looked up): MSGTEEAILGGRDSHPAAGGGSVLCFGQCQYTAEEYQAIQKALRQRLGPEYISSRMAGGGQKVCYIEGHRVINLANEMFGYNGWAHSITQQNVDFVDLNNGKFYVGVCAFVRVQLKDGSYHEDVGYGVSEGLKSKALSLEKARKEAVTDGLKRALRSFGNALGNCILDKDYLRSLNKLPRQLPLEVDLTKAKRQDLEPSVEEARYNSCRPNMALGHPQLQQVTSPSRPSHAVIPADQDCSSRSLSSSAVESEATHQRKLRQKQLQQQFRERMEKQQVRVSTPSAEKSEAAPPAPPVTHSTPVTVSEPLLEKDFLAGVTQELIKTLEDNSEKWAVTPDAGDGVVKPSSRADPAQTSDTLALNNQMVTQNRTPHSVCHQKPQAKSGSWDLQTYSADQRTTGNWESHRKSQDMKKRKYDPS
# * hit, by the source's call; . = no result given.
SMILES,ARNT TACC3 PPI,esBAF inh,ERp5 inh,Casp6 inh,E-sel inducer,PglD DTNB,RAD54 branch,RAD52 anneal inh
CC1CCN(C(=O)c2ccc(S(=O)(=O)N3CCOCC3)cc2)CC1,-23.9,-5.3,-0.3,-0.4,0.5,19.3,16.2,-7.0
CO[C@H]1CN(C)C(=O)c2ccc(NS(=O)(=O)c3ccc(C)cc3)cc2OC[C@H](C)NC[C@@H]1C,.,.,12.3,-0.9,0.0,.,.,-10.1
CC(=O)Nc1cccc(Nc2nc(-c3cccs3)nc3ccccc23)c1,2.3,1.3,-5.2,6.4,0.1,1.5,5.2,-4.1
Cc1cc(N/N=C/c2ccc(O)cc2)c2cccc(C)c2n1,0.9,0.6,2.0,0.0,.,-7.6,118.3*,77.5*
CN(C)c1ccc(S(=O)(=O)N(C)C)cc1NC(=O)Cc1cccc2ccccc12,5.4,-3.2,-1.0,4.1,.,-4.6,4.6,-1.8
COc1ccc(-c2nnn(CC(=O)N(CC3CCCO3)C(C(=O)NC(C)(C)C)c3ccco3)n2)cc1OC (centres undefined),-1.1,.,5.5,0.5,.,.,.,-12.2
O=S(=O)(c1cccs1)N1CCCCN2[C@H](CO)[C@H](c3ccc(/C=C/c4ccccc4)cc3)[C@H]2C1,-1.3,-0.8,4.6,-0.4,0.7,2.1,-0.7,42.1
NCC[C@H]1CC[C@@H](NC(=O)C2CCCCC2)[C@H](CO)O1,0.0,-0.7,-11.0,0.9,0.0,0.5,2.1,-6.5
C[C@@H]1CN([C@H](C)CO)C(=O)c2cc(NC(=O)Nc3ccccc3)ccc2O[C@H]1CN(C)Cc1ccc(C(F)(F)F)cc1,2.9,4.0,-2.8,-0.3,0.2,-15.5,2.4,0.7
Cc1cc(/C=C/C(=O)O)c(C)n1-c1ccc(Cl)cc1,0.6,.,6.8,9.5,0.5,.,.,-12.1
Cc1noc(C)c1S(=O)(=O)Nc1ccc2c(c1)C(=O)N([C@@H](C)CO)C[C@H](C)[C@H](CN(C)S(=O)(=O)c1ccc(F)cc1)O2,.,3.7,3.1,1.2,-0.3,.,.,12.7
CCC(CO)N=CC1=C(O)C(C(=O)c2ccccc2)CCC1=O (centres undefined),-5.9,-4.0,.,.,.,5.2,-5.7,.
CC(C)NC(=O)N(C)C[C@@H]1Oc2ncc(C#CCC3CCCC3)cc2C(=O)N([C@@H](C)CO)C[C@H]1C,-6.9,0.9,-7.6,-0.3,0.3,1.4,-3.5,7.2
Cn1ccnc1C(O)c1ccco1 (centres undefined),5.2,5.1,-1.7,-0.6,.,4.0,-2.6,-14.6
O=C(NC(=O)N1CCCCC1)c1ccc(Cl)cc1,-5.5,.,14.0,0.7,-0.1,-0.4,-3.0,-19.5
CCc1nc2ccc(C(=O)Nc3cccc(OCC(=O)N(C)C)c3)cn2c1N(C)C(=O)c1cccc(OC)c1,.,0.1,2.4,-1.1,0.0,6.2,11.0,-16.9
Clc1ccc(Nc2nc(N3CCOCC3)nc(N3CCOCC3)n2)cc1Cl,-6.0,-3.0,3.1,-0.4,.,-0.3,-4.0,-6.0
C[C@@H]1CN([C@H](C)CO)S(=O)(=O)c2ccc(C#CC3CCCC3)cc2O[C@@H]1CN(C)C(=O)Cc1ccccc1,0.4,-5.8,11.0,-1.3,-0.1,7.9,-7.5,1.0
COc1ccc(C2c3[nH]c4ccccc4c3C[C@H]3C(=O)N(CCCO)CC(=O)N23)c(OC)c1 (some centres undefined),1.6,-9.1,1.8,2.0,-0.1,1.4,-9.1,-17.2
CCOC(=O)CC(=O)CSc1ncc(C(=O)OCC)c(N)n1,-0.6,17.0,.,.,.,-0.6,-3.1,.
O=C(COc1ccc(Cl)cc1)NNC(=O)c1ccc(=O)[nH]c1,-6.5,.,-3.1,-0.7,-0.2,1.8,-0.4,-12.8
O=C(Nc1ccccc1Br)c1ccc2nccnc2c1,-9.1,9.4,0.6,2.2,-0.1,-7.5,11.6,-9.3
CN(C)C(=O)C[C@@H]1CC[C@@H]2[C@H](COC[C@H](O)CN2S(=O)(=O)c2ccccc2Cl)O1,-3.1,-2.9,1.6,1.9,0.4,-0.9,3.0,-7.2
COc1ccc(CN(C)C[C@H]2Oc3c(NC(=O)Nc4ccc(F)cc4)cccc3C(=O)N([C@H](C)CO)C[C@@H]2C)cc1,-1.4,-4.3,-2.2,0.1,-15.6,-4.3,-5.8,7.6
Cc1ccc2nc(SC(C)C(=O)N3CCCCC3)[nH]c2c1 (centres undefined),8.1,17.4,6.7,-2.2,3.9,-3.4,-1.2,3.5

# New compounds follow:
SMILES,ARNT TACC3 PPI,esBAF inh,ERp5 inh,Casp6 inh,E-sel inducer,PglD DTNB,RAD54 branch,RAD52 anneal inh
CCCNC(=O)N[C@H]1CC[C@@H](CCNS(=O)(=O)c2cccc(F)c2)O[C@@H]1CO,-5.0,0.0,0.5,-20.4,-0.4,3.3,0.6,-6.1
Brc1ccc2[nH]c3c(c2c1)CCC3,-8.4,-4.6,-1.4,-2.1,1.2,3.6,0.4,-8.5
Cc1nn(C)c(C)c1S(=O)(=O)N(CC(=O)NCCCN1CC(C)CC(C)C1)c1ccc(C(C)C)cc1 (centres undefined),-8.8,0.6,6.3,-4.5,0.1,-1.2,1.4,-1.2
CC(OC(=O)Cc1ccc(Cl)cc1)C(=O)NC1CCCCC1C (centres undefined),-1.2,0.8,-1.1,1.4,0.5,-7.1,1.9,-3.0
C/C=C/c1cnc2c(c1)C(=O)N([C@H](C)CO)C[C@H](C)[C@H](CN(C)C(=O)NC1CCCC1)O2,-6.4,0.7,-4.6,0.9,-0.1,2.7,-1.8,-2.1
Nc1nc(-c2ccccc2)c(CC(=O)O)s1,.,1.9,-1.2,8.2,0.2,.,-9.7,-20.5
Cc1ccc(N2C(=O)[C@@H]3[C@H](C2=O)C2c4ccccc4C=CN2[C@@H]3C(=O)c2ccco2)cc1 (some centres undefined),21.5,12.3,.,.,.,0.6,2.7,.
COc1cccc(NC(=O)CN(C)C(=O)c2cc(S(=O)(=O)NCc3ccccc3)ccc2C)c1,4.4,.,5.5,-1.6,-0.1,2.9,3.5,-13.5
O=C(Nc1ccc(Cl)cc1)C1Cc2c(-c3ccccc3)ccnc2O1 (centres undefined),.,8.4,2.7,1.1,.,1.6,-13.7,-2.6
COc1ccc(OCc2nc3ccccc3n2C(C)C)cc1,-3.0,.,-3.8,-1.0,.,.,.,-14.3
COC(=O)c1c(NC(=O)CN2CCN(Cc3ccc4c(c3)OCO4)CC2)sc(C)c1C,-6.7,-3.2,.,.,.,3.4,-6.0,.
CC(=O)C(=Nc1cccc(Cl)c1)NNc1ccccc1C,35.4,.,2.5,3.3,.,.,.,-4.6
COCCNC(=O)CN(c1cc(Cl)ccc1OC)S(=O)(=O)c1ccc(C)c([N+](=O)[O-])c1,-3.2,-4.7,2.9,14.9,.,-4.4,-1.7,-17.1
O=C(c1ccccc1)N1CC[C@H]2[C@H](CO)Nc3ccc(-c4ccc(F)cc4)cc3[C@H]21,-4.1,-5.9,.,.,0.1,3.8,-21.0,.
Cc1cc(NC(=O)C(C)C)ncc1NC(=O)Cc1ccccc1,-8.5,-0.7,.,.,.,-4.1,19.4,.
CS(=O)(=O)NCc1ccc(C(=O)NCc2ccccc2)cc1,0.0,15.2,.,.,.,-2.7,8.9,.
N#C/C(=N/Nc1ccccc1F)C(=N)N1CCOCC1,-3.3,9.0,.,.,.,-6.2,-2.4,.
COC(=O)c1nn(-c2cccc(C(F)(F)F)c2)ccc1=O,-0.2,-7.9,2.6,-0.1,.,-5.0,5.6,6.5
COc1ccccc1CC(=O)N1CCCC1,1.1,-11.0,.,.,.,2.5,0.6,.
CCOC(=O)c1c(NC(=O)COc2ncnc3ccccc23)sc(C(C)=O)c1C,-1.8,-11.0,.,.,.,7.8,1.6,.
COC(=O)CN1CCN(C(=O)c2ccc(F)cc2)c2ccccc2C1,-3.2,-0.6,.,.,.,11.6,-2.1,.
O=C(CSCc1ccc(Br)cc1)NCc1ccccn1,1.1,-0.3,-0.7,-1.2,.,-0.1,2.2,-17.1
COc1ccc(S(=O)(=O)Cc2ccc(C(=O)NCCCN3CCc4ccccc4C3)o2)cc1,.,1.9,4.8,-22.8,0.8,-4.1,1.1,-7.4
Cc1nnc(NC(=O)C2CCCO2)s1 (centres undefined),-5.6,-3.3,.,.,.,3.9,2.6,.
O=C(NCCCO)/C(=C\c1ccco1)NC(=O)c1ccco1,1.9,-11.9,1.1,0.1,0.2,-2.4,1.4,-9.0

# (cont.)
SMILES,ARNT TACC3 PPI,esBAF inh,ERp5 inh,Casp6 inh,E-sel inducer,PglD DTNB,RAD54 branch,RAD52 anneal inh
CCC(=O)N1C[C@@H]2[C@H](c3ccccc31)[C@@H](CO)N2C(=O)Nc1ccccc1,-3.9,-2.5,-0.3,-2.7,-0.5,1.1,-2.7,-12.2
O=C(C[C@H]1CC[C@@H](NS(=O)(=O)c2ccccc2)[C@@H](CO)O1)N1CCc2ccccc2C1,7.1,1.6,-4.6,-0.2,-0.1,0.8,-1.1,5.6
C[C@@H]1CN([C@H](C)CO)C(=O)c2cc(NC(=O)Nc3ccc(C(F)(F)F)cc3)ccc2O[C@@H](C)CCCCO[C@@H]1CN(C)Cc1ccccc1,1.4,-8.8,-3.1,-1.7,0.1,-0.6,-4.9,-2.1
CCOC(=O)c1sc(NC(=O)CSc2nc(-c3ccco3)cc(C(F)(F)F)n2)c(C(=O)OCC)c1C,-7.6,1.4,-2.9,-2.1,1.5,7.9,-7.6,-9.2
CC(NC(=O)c1ccc2ccccc2n1)c1ccc(S(N)(=O)=O)cc1 (centres undefined),-4.0,-2.9,-6.7,-0.3,.,-3.0,2.1,-14.3
COc1cccc(NC(=S)N2CCN(S(=O)(=O)c3ccc(F)cc3)CC2)c1,-2.6,1.9,0.0,-0.9,-0.1,0.0,-16.6,-27.7
CC(CN1CCCCC1)OC(=O)COc1ccc(Cl)cc1 (centres undefined),-3.1,-2.4,1.2,-3.1,-2.6,2.3,4.2,-1.6
COc1cc(-c2ccc(NC(C)=O)c(OC)c2)ccc1NC(C)=O,-5.6,-3.9,3.1,-0.3,7.9,-3.7,-21.3,-10.5
Cc1ccc(NC(=S)NC2CCN(Cc3ccccc3)CC2)cc1C,6.9,.,0.4,-2.5,2.6,.,.,-2.6
O=C(CCc1ccc(F)c(F)c1)NC1CCCN(Cc2ccc(Cl)cc2)C1 (centres undefined),-13.9,-7.0,-2.9,-3.4,0.3,-0.7,-7.3,-16.1
CS(=O)(=O)c1ccc(NC(=O)CCCc2nc3ccccc3c(=O)[nH]2)cc1,-4.5,0.8,-6.5,2.1,2.9,2.9,-1.5,-12.1

# Nothing new here: entries from further up.
SMILES,ARNT TACC3 PPI,esBAF inh,ERp5 inh,Casp6 inh,E-sel inducer,PglD DTNB,RAD54 branch,RAD52 anneal inh
CC1CCN(C(=O)c2ccc(S(=O)(=O)N3CCOCC3)cc2)CC1,-23.9,-5.3,-0.3,-0.4,0.5,19.3,16.2,-7.0
CO[C@H]1CN(C)C(=O)c2ccc(NS(=O)(=O)c3ccc(C)cc3)cc2OC[C@H](C)NC[C@@H]1C,.,.,12.3,-0.9,0.0,.,.,-10.1
CC(=O)Nc1cccc(Nc2nc(-c3cccs3)nc3ccccc23)c1,2.3,1.3,-5.2,6.4,0.1,1.5,5.2,-4.1
Cc1cc(N/N=C/c2ccc(O)cc2)c2cccc(C)c2n1,0.9,0.6,2.0,0.0,.,-7.6,118.3*,77.5*
